Screens deposited in PubChem BioAssay by several laboratories.
UTI89 phage lysis = protection from phage-mediated lysis, alamar blue read-out – E. coli UTI89, K1F phage, bacterial capsule biogenesis inhibitors (AID 488966) | E. coli UTI89 K1F phage lysis, alamar blue, 2 h; higher % means a stronger effect | inhibition, % at 100 µM; hits with a dose series show IC50 in µM | hit rate 0.02% among 340,000;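 active means phage lysis inhibition, versus mean bacterial control, above a set limit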;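 further: capsule biogenesis inhibitors block K1F phage lysis so surviving cells raise fluorescence; higher fluorescence means more inhibition of phage lysis; actives were called in the ten point dose series up to 300 µM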
WT yeast gro inh = growth inhibition of WT yeast, mitochondrial fusion screen; mitochondrial fusion phenotypic screen, WT strain; inhibition, % at 10 µM; hit rate 2.1% among 190,000; AID 1362; in the data active means inhibition above about 58%; tested in S. cerevisiae
PMI inhibitors = MPI enzyme activity inhibition – biochemical, fluorescence intensity, coupled assay, primary screen (AID 1209); purified PMI enzyme, coupled fluorescence intensity; higher % means a stronger effect; inhibition, % at 20 µM; hits with a dose series show IC50 in µM; hit rate 0.42% among 190,000;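 further: plate controls were DMSO vehicle for no effect and wells lacking substrate for full effect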
Myeloid diff MLP = myeloid differentiation induction. ER-HoxA9 myeloid progenitors, lysozyme-GFP differentiation, flow cytometry. calls only at 10 µM. hit rate 1% among 360,000. AID 624256;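 active means normalized GFP-positive differentiation at or above the plate's own cutoff, the solvent-only control mean plus 3 SD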;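 further: cells exposed to compound for four days before flow analysis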
M1AAP inhibition = P. falciparum M1AAP inhibitors, biochemical, fluorogenic H-Leu-NHMec substrate, 1536-well (AID 1445); hit rate 0.42% among 220,000; recombinant M1AAP, H-Leu-NHMec fluorogenic kinetic assay; higher % means a stronger effect; inhibition, % at 30 µM; hits with a dose series show IC50 in µM;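 active means primary inhibition above the hit cutoff, then over 50% inhibition at one or more dose response concentrations, cut at about 23% in these data, passing the limit was not always enough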;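 further: plate controls were DMSO full reaction for no effect and no enzyme background for full effect; strong numbers were not always called active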
PMI inhibition = human PMI inhibitors, high substrate, primary screen, biochemical, fluorescence intensity, high mannose 6-phosphate (AID 1220); inhibition, % at 20 µM; hits with a dose series show IC50 in µM; hit rate 0.66% among 190,000; recombinant PMI enzyme, coupled fluorescence intensity; higher % means a stronger effect
ER stress rescue = rescue of cells from ER stress-induced death, primary screen, 384-well, CSM14.1, thapsigargin, ATP luminescence (AID 1222) | CSM14.1 thapsigargin-induced death rescue, ATP luminescence; higher % means a stronger effect | one-dose cellular ATP content (survival), % at 20 µM; EC50 in µM for titrated hits | 190,000 tested, under 10 active;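 active means EC50 below 50 µM in the dose-response confirmation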;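 further: death triggered by thapsigargin at about 15 µM added after 2 h compound pretreatment; cell ATP read after overnight thapsigargin exposure of roughly 18 to 22 hours; normalized against plate controls of thapsigargin alone and 5% DMSO vehicle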
Hep lipid drop = modulators of hepatic lipid droplet formation; AML12 mouse hepatocytes, oleate lipid droplets, BODIPY imaging; inhibition, % at 6.5 µM; hit rate 0.4% among 240,000;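 active means lipid droplet intensity inhibited by at least 50%, with more than 500 cells counted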
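material = mouse AML12 hepatocyte cell line, fixed after treatment | also added = 100 µM oleic acid challenge | doses = compound at 6.5 µM only | schedule = overnight exposure | technique = Image-based BODIPY and DAPI two-channel analysis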
TNAP activators = human TNAP enzyme activators, primary screen, biochemical, luminescent, no phosphate acceptor, uHTS (AID 1001) | purified TNAP, luminescent activation assay, no phosphate acceptor; higher activation fold means a stronger effect | one-dose activation fold at 20 µM; EC50 in µM for titrated hits | hit rate 0.03% among 200,000; in the data active means activation fold from about 3, or a potency from the dose series; inactive means the rest, 99 in 100 with activation fold below about 1.6; further: many of its hits are not listed in these tables
WT yeast gro inh mutant strain = further read-out of WT yeast gro inh, marked with its call; inhibition, %; mitochondrial fusion phenotypic screen, mutant strain inhibition
Hep lipid drop cells 6.5 µM = recorded beside Hep lipid drop, whose call it bears; cell count; measured here: cell count, cytotoxicity flag;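 cells counted across two imaged fields per well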
Myeloid diff MLP GFP+ MAC1+ % = second read-out of Myeloid diff MLP, no call of its own (marks repeat the call); GFP+ MAC1+ double positive, %; measured here: differentiation confirmed by MAC1 staining
* = called active by the depositor; i = inactive; nt = not tested or not shown; [ ] = dose if it differs, or a comment. Unless noted, no stated cut-off is given here; in the data, active means inhibition above about 50%; inactive means the rest. Not a hit list, and some 4.6% of all compounds hit somewhere here.

SMILES	UTI89 phage lysis	WT yeast gro inh	WT yeast gro inh mutant strain	PMI inhibitors	Myeloid diff MLP	Myeloid diff MLP GFP+ MAC1+ %	M1AAP inhibition	PMI inhibition	ER stress rescue	Hep lipid drop	Hep lipid drop cells 6.5 µM	TNAP activators
Clc1ccccc1C1=CC(c2ccco2)n2nnnc2N1 (stereo unspecified)	0.2%	8	-6	2%	i	0.0	-1%	1%	4.8%	-4	708	1.1
Cn1c(=O)[nH]c(=O)c2c1nc(OC(=O)c1ccccc1)n2CC(O)COc1ccccc1 (stereo unspecified)	0.5%	-6	11	-6%	i	0.4	4%	-5%	-1.5%	nt	nt	1.1
CCCCN(C)C(=O)C1CCN(Cc2ccccn2)CC1	3.8%	-1	14	-4%	i	1.3	0%	-2%	-0.7%	nt	nt	1.1
CCOC(=O)c1cc(-c2ccccc2)n(CCC(=O)N2CCN(c3ccc(OC)cc3)CC2)c1C	6.5%	39	-10	14%	i	1.4	6%	23%	10%	-1	625	1.1
COc1ccc(/C=C/C(=O)c2ccc(OC)cc2OC)cc1	-0.9%	7	8	11%	i	4.9	4%	2%	0.7%	-13	713	1.1
CC(c1n[nH]c(=S)n1-c1ccccc1)N1CCCCC1 (stereo unspecified)	nt	-8	-24	7%	i	0.2	0%	5%	-2.0%	-6	666	0.8
COc1cc(NC(=O)C2C3C=CC(C3)C2C(=O)O)c(OC)cc1Cl (stereo unspecified)	0.8%	14	-11	12%	i	6.7	5%	9%	nt	-2	724	1.1
COc1ccc(C(=O)Nc2ccc3c(c2)Cc2ccccc2-3)cc1	-0.8%	-4	-1	0%	i	0.0	11%	9%	-2.4%	nt	nt	1.1
COc1cccc(C(=O)Nc2cccc(C(=O)NC3=NN(c4c(Cl)cc(Cl)cc4Cl)C(=O)C3)c2)c1	1.6%	-3	8	-8%	i	1.0	7%	-8%	1.1%	-1	716	1.1
Cc1oc(-c2ccc3c(c2)OCCO3)cc1C(=O)NC(CCC(=O)O)C(=O)O (stereo unspecified)	1.1%	-5	-3	-12%	i	0.2	7%	-10%	0.7%	nt	nt	1.1
COC(=O)CN(C#N)c1nc(NC(C)C)nc(NC(C)C)n1	0.1%	-14	15	-5%	i	0.1	0%	-1%	0.2%	7	639	1
Cc1cccc(C)c1N1CCN(c2n[nH]c(N)n2)CC1	-0.3%	5	7	-3%	i	0.1	3%	0%	-0.3%	-14	715	1
Cn1c2ccccc2n2c(=O)c(Cl)c(-c3ccccc3)c(C#N)c12	2.1%[50 µM]	18	-11	-14%	i	1.8	3%	12%	0.0%	13	632	1.1
CC(C)(Oc1ccc(Cl)cc1)C(=O)N(Cc1ccccc1)c1ccccn1	-6.5%	30	3	19%	i	0.8	0%	11%	-1.6%	-22	574	1.1
COc1ccc(C(=O)Nc2cccnc2)cc1OC	0.2%	0	0	-9%	i	1.2	-5%	1%	-0.2%	6	793	1.1
O=C(NCc1ccccc1)C(=O)NCC(c1ccco1)N1CCOCC1 (stereo unspecified)	1.8%[50 µM]	-8	3	13%	i	0.1	4%	2%	5.0%	4	613	1.2
Cc1cc(C(=O)NCc2ccc3c(c2)OCO3)c(C)o1	1.4%	nt	nt	nt	i	0.2	-3%	nt	nt	-5	757	nt
C/C(=N\NC(=O)c1ccccc1F)c1ccc2c(c1)Nc1ccccc1S2	-3.2%	10	-5	4%	i	0.1	8%	6%	-0.8%	-3	673	1
COc1ccc(NC(=O)c2ccc(OC)cc2)cc1	0.7%	23	26	-6%	i	1.0	9%	-10%	-1.6%	nt	nt	1.1
CCCCN=C1NC(=O)C(CC(=O)Nc2ccc(Cl)cc2)S1 (stereo unspecified)	0.9%	-8	-4	6%	i	1.3	0%	2%	2.5%	4	772	1.1
Cc1ccc(C(=O)NCc2nnc(SCC(=O)Nc3sc4c(c3C#N)CCCC4)n2C)cc1	1.7%	-1	-30	5%	i	0.7	2%	4%	-3.0%	3	735	1.1
CCC(CC)C(=O)OCC(=O)Nc1cccc([N+](=O)[O-])c1	-0.2%	12	3	-3%	i	0.6	0%	-6%	0.3%	2	672	1.1
COc1ccc(S(=O)(=O)N(C)C)cc1NC(=O)COC(=O)CC1CCCC1	0.2%	4	-3	-10%	i	0.2	2%	6%	-0.7%	4	673	1.1
CCC(C)(C)NC(=O)CN(Cc1ccccc1Cl)C(=O)CCC(=O)Nc1cc(C)ccn1	-3.1%	-5	12	nt	i	0.4	2%	nt	-0.4%	-12	620	1.1
O=C(NC1CC1)C1CCN(C2CCN(C(=O)Cc3ccc4c(c3)OCO4)CC2)CC1	0.3%	-5	9	-3%	i	0.3	4%	-3%	0.8%	10	761	1
Cc1ccccc1CSCc1ccc(C(=O)NCCCN2CCOCC2)o1	0.0%	5	7	-4%	i	0.2	3%	-5%	0.5%	-2	740	1
Cc1ccc(C2CC(C(F)F)n3ncc(C(=O)Nc4c(C)nn(Cc5c(F)cccc5Cl)c4C)c3N2)cc1 (stereo unspecified)	-0.4%	-4	-6	17%	i	1.1	-1%	20%	-0.2%	-1	744	1.1
CC(OC(=O)c1cccs1)C(=O)NCc1ccccc1 (stereo unspecified)	-0.1%	-3	-17	-1%	i	1.4	-4%	7%	-2.0%	nt	nt	1.1
Cc1ccc2[nH]c(=O)c3cc(C(=O)N(C)Cc4ccco4)sc3c2c1	2.8%	16	2	-11%	i	5.0	15%	-2%	-0.8%	nt	nt	0.8
CC1CCN(S(=O)(=O)c2ccc(S(=O)(=O)NCc3ccco3)cc2)CC1	0.3%[50 µM]	-18	5	2%	i	1.0	-1%	-3%	0.9%	-17	725	1.1
O=c1c(Cl)c(NCc2ccc(F)cc2Cl)cnn1C12CC3CC(CC(C3)C1)C2	0.1%	27	3	9%	i	0.0	-6%	4%	0.3%	-47	545	1.1
CC(C)NC(=O)/C(=C\c1cccc([N+](=O)[O-])c1)NC(=O)c1ccccc1	-0.3%	-4	2	-2%	i	1.9	3%	-8%	11%	nt	nt	1.1
Cc1cccc(C)c1OCc1nc2ccccc2[nH]1	12%	-9	5	-4%	i	0.4	0%	-4%	-5.1%	0	737	1.2
Cc1ccc(C(C)C)c(OCCN)c1	0.4%	4	4	-1%	i	3.1	2%	-6%	-1.2%	nt	nt	0.9
CCOC(=O)c1cc(C)n(Cc2ccccc2)c1C	-0.4%	18	23	-2%	i	0.9	6%	-1%	-0.9%	nt	nt	1.1
C#CCOCCOCCOCCNc1nc(N2CCN(C(=O)[C@H](CCC(=O)O)n3cc(C(N)CO)nn3)CC2)nc(N2CCN(C(=O)[C@H](Cc3cc4ccccc4[nH]3)n3cc(C(N)[C@H](C)CC)nn3)CC2)n1 (stereo partly specified)	0.8%	-13	-8	-26%	i	0.7	-1%	-22%	4.5%	-2	677	1.1

Four compounds drawn at random from those above, as already listed:
SMILES	UTI89 phage lysis	WT yeast gro inh	WT yeast gro inh mutant strain	PMI inhibitors	Myeloid diff MLP	Myeloid diff MLP GFP+ MAC1+ %	M1AAP inhibition	PMI inhibition	ER stress rescue	Hep lipid drop	Hep lipid drop cells 6.5 µM	TNAP activators
Cc1ccc(C(C)C)c(OCCN)c1	0.4%	4	4	-1%	i	3.1	2%	-6%	-1.2%	nt	nt	0.9
CC(OC(=O)c1cccs1)C(=O)NCc1ccccc1 (stereo unspecified)	-0.1%	-3	-17	-1%	i	1.4	-4%	7%	-2.0%	nt	nt	1.1
CC(C)NC(=O)/C(=C\c1cccc([N+](=O)[O-])c1)NC(=O)c1ccccc1	-0.3%	-4	2	-2%	i	1.9	3%	-8%	11%	nt	nt	1.1
Cc1ccccc1CSCc1ccc(C(=O)NCCCN2CCOCC2)o1	0.0%	5	7	-4%	i	0.2	3%	-5%	0.5%	-2	740	1

Carrying on:
SMILES	UTI89 phage lysis	WT yeast gro inh	WT yeast gro inh mutant strain	PMI inhibitors	Myeloid diff MLP	Myeloid diff MLP GFP+ MAC1+ %	M1AAP inhibition	PMI inhibition	ER stress rescue	Hep lipid drop	Hep lipid drop cells 6.5 µM	TNAP activators
CCCCC(=O)Nc1cccc(NC(=S)NC(C)=O)c1	3.8%	-5	5	0%	i	0.4	7%	-9%	-0.2%	-2	685	1.1
Cc1ccc(-c2c(C#N)c(N)n3c(nc4ccccc43)c2C#N)cc1	-0.2%	-16	-14	16%	i	0.6	26%*	14%	-0.7%	-26	591	1.2
CC(=O)c1cnn(-c2nc3c(C)cccc3s2)c1C	0.1%	10	4	-8%	i	0.3	2%	-6%	-3.8%	9	740	1
COc1cc(NS(=O)(=O)c2ccc(NC(=O)/C(=C/c3ccccc3Cl)NC(=O)c3ccccc3)cc2)nc(OC)n1	-0.2%	2	-4	16%	i	0.4	13%	10%	-0.6%	-2	662	1.1
CC(C)Cc1cc(-c2ccco2)c(C#N)c(N)n1	-0.8%	-5	-11	2%	i	0.3	8%	12%	3.5%	nt	nt	1.1
O=C(O)/C=C\C(=O)Nc1ccccc1C(=O)N1CCN(c2ccc(Cl)cc2)CC1	0.1%	-6	-10	3%	i	0.6	-1%	-6%	-1.2%	-2	773	1.1
COc1ccc(Cl)cc1NC(=O)[C@@H]1CCCN1C(=O)c1cccs1	5.2%	1	-9	6%	i	0.9	3%	0%	-0.2%	-4	627	1
Cc1cccn2c(CNCCCn3ncc4ccccc43)c(C(=O)N3CCCCC3)nc12	-0.1%	-1	-7	6%	i	0.7	0%	0%	0.5%	-3	701	1.1
CN(C)c1ccc(NS(=O)(=O)c2cc(Cl)ccc2Cl)cc1	8.1%	-7	9	23%	i	0.5	0%	32%	1.1%	0	580	1.1
COc1cc(C(=O)NCc2nnc(SCC(=O)N3CCOCC3)o2)cc(OC)c1OC	1.6%	-6	-1	0%	i	0.2	0%	4%	3.2%	-6	674	1.1
O=C(CC1NCCNC1=O)Nc1ccc(Oc2ccccc2)cc1 (stereo unspecified)	7.2%	10	2	13%	i	0.7	2%	5%	nt	15	718	1.1
C=C(C)c1cccc(C(C)(C)NC(=O)Nc2ccc(Cl)cn2)c1	-0.7%[50 µM]	74*	17*	15%	i	0.3	6%	15%	-1.3%	7	674	1.1
COc1cccc(S(=O)(=O)NCc2ccc(C(=O)NCC3CCCO3)cc2)c1 (stereo unspecified)	6.7%	12	20	13%	i	0.8	1%	10%	nt	2	703	1
COc1ccc(OC)c(NC(=O)CSCc2cnn(-c3ccccc3)c2-n2cccc2)c1	-0.2%	27	30	17%	i	0.6	8%	17%	10%	nt	nt	1.1
Cn1nnnc1SCC(=O)Nc1cc(S(=O)(=O)N2CCCC2)ccc1Cl	0.7%	-7	9	1%	i	0.5	9%	-2%	-1.2%	-5	631	1.1
O=C(CSc1nc2ccccc2c(=O)n1-c1ccc(F)cc1F)Nc1ccc(N2CCOCC2)cc1	4.5%	-25	-30	-12%	i	0.2	0%	-15%	-2.1%	36	693	1
O=C(NC(=S)Nc1ccccc1N1CCCC1)c1cccs1	0.3%	nt	nt	nt	i	1.0	8%	nt	nt	-45	693	nt
